GC-A act = GC-A (human) enzyme activation; HEK293 GC-A cells, cGMP TR-FRET, EC30 ANP; 0% at EC30 ANP, 100% saturating ANP; P16066; activation, % at 10 µM; 370,000 tested, 0.14% active; in the data active = activation above about 40%
DAX1 inh-1 = inhibits human nuclear receptor DAX1; inhibition, % at 6.75 µM; AID 504766; HEK293 Gal4-DAX1 luciferase reporter, luminescence; P51843; 340,000 tested, 0.99% active;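 active = inhibition above the mean over all tested compounds plus 3 SD, cut at about 4.2% in these data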;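 also: 0% = DAX1-transfected cells with DMSO and 100% = empty-vector control cells with DMSO; inhibition shows as a rise in luminescence from relieved DAX1 repression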
Target sequence (P51843 207-470 limits assumed): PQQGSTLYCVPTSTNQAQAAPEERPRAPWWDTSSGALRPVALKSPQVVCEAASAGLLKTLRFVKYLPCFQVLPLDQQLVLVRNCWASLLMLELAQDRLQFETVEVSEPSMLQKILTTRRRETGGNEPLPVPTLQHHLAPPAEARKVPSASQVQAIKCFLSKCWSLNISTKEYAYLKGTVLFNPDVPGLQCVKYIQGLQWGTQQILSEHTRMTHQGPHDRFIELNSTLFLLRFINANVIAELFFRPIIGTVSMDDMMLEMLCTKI
SMARCA2 act = increases SMARCA2 function in MMTV reporter cells. activation, % at 9.1 µM. AID 652017. 370,000 tested, 1% active. MG213 cells, MMTV-luciferase reporter, dexamethasone, overnight; in the data active = activation above about 7.8%;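 also: 0% = vehicle wells and 100% = reference activator wells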
DAX1 inh-2 = DAX1 (NR0B1) inhibition, primary screen | 370,000 tested, 1.1% active | AID 652010 | inhibition, % at 6.8 µM | HEK293T StAR-luciferase reporter, SF-1/DAX-1 repression relief;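 active = inhibition above the mean over all tested compounds plus 3 SD, cut at about 3.6% in these data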;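 also: 0% = DAX-1 cells with DMSO and 100% = cells lacking DAX-1 with DMSO; higher inhibition means more luminescence from relief of DAX-1 repression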
GC-B act = GC-B (human) receptor activation | activation, % at 10 µM | AID 1920062 | P20594 | 370,000 tested, 0.11% active | HEK293-GC-B cells, CNP EC30, cGMP TR-FRET; 0% at EC30 CNP, 100% saturating CNP;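 active = activation at 10 µM reaching about 35% in either raw or pattern-adjusted values, limit read from the data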
hcDAF-12 act = activators of H. contortus DAF-12 nuclear receptor; HEK293 hcDAF-12 lit1-tk-luc reporter, luminescence; 0% DMSO, 100% Δ7-dafachronic acid; activation, % at 6.8 µM; 370,000 tested, 1.4% active; AID 652067;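 active = activation above the mean of all tested compounds plus 3 SD, cut at about 5.5% in these data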;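 also: 100% = response to 3 µM Δ7-dafachronic acid high control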
hgDAF-12 ag = agonists of H. glycines DAF-12 nuclear receptor; HEK293 GAL4-hgDAF12 UAS-luciferase reporter, agonist luminescence; normalized to butyrate control; activation, % at 6.8 µM; 370,000 tested, 1.8% active;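 active = activation above a cutoff set at the mean of all screened compounds plus 3 SD, cut at about 10% in these data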;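 also: 0% = DMSO wells and 100% = sodium butyrate wells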
ssDAF12 agonist = activates DAF-12 receptor from parasite S. stercoralis; 370,000 tested, 1% active; HEK293 ssDAF-12/GRIP1 lit1-tk-luc reporter, luminescence; % of 3 µM dafachronic acid response; AID 652126; activation, % at 6.8 µM;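 active = activation above the mean over all tested compounds plus 3 SD, cut at about 0.9% in these data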;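 also: 0% = DMSO-only wells and 100% = 3 µM delta7-dafachronic acid wells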
HGIII-sPLA2 inh = Inhibits HGIII-sPLA2 liposome hydrolysis, primary screen; Q9NZ20; QFRET BODIPY PC-A2 liposome hydrolysis, fluorescence; inhibition, % at 12.2 µM; 370,000 tested, 0.56% active; AID 743126;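 active = inhibition above mean plus 3 SD of compounds lying within the high and low control bounds, cut at about 19% in these data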;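 also: 0% = median of test compound wells and 100% = no enzyme DMSO wells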
Target sequence (Q9NZ20 whole entry, looked up): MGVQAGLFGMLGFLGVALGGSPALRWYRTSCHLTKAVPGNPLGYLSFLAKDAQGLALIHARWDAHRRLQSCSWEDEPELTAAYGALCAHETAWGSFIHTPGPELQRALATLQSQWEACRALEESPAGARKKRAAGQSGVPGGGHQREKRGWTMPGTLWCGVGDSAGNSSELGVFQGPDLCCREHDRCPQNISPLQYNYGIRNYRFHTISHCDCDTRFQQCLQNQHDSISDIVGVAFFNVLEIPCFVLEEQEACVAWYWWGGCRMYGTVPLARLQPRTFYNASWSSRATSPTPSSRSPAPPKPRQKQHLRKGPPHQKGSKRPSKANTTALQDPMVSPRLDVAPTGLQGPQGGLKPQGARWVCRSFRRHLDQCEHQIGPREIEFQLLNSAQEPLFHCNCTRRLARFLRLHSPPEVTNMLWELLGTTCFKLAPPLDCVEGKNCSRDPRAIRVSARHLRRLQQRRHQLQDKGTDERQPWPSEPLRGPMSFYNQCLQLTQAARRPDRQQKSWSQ
ADAM10 inh = ADAM10 inhibition, QFRET primary screen; inhibition, % at 7 µM; recombinant ADAM10, EDANS/DABCYL FRET peptide cleavage, 3 h; AID 720582; 370,000 tested, 0.62% active;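 active = inhibition above a per-campaign cutoff equal to the mean of compounds falling between control-based bounds plus 3 SD, cut at about 20% in these data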;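 also: 0% = DMSO wells while the 100% control is not disclosed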
FXN GAA850 act = increases GAA850 frataxin promoter reporter activity; activation, % at 6 µM; HEK293 lucGAA850 FXN promoter luciferase reporter, 24 h; percent of 10 µM SAHA response; 360,000 tested, 0.56% active; AID 540364;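 active = activation above the average of all compounds screened plus 3 SD, cutoff fixed separately per campaign, cut at about 7.5% in these data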;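 also: 0% = DMSO wells and 100% = 10 µM SAHA wells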
An asterisk follows results filed as active; . = not tested or not shown.

1. O=C(ON=C1CCSCC1)c1ccccc1
2. CN(C)CCCNc1c2c(nc3ccccc13)CCC2
3. Cc1cn(CC(=O)NCCN2CCOCC2)c(=O)[nH]c1=O
4. Cc1nn(C)cc1CNC(=O)c1cnn2c(C(F)F)cc(C3CC3)nc12
5. Fc1cccc(F)c1Cn1ccc2ccc(-c3ccc4ccn(Cc5c(F)cccc5F)c4c3)cc21
6. Cc1cc(NC(=O)CSc2nnc(Nc3ccccc3C)s2)no1
7. Cc1cnn(Cc2ccccc2)c1N
8. Cc1cc(C(=O)OCC(=O)Nc2cc(S(=O)(=O)N(C)C)ccc2Cl)c2ccccc2n1

compound no.,1,2,3,4,5,6,7,8
GC-A act,8.5,19.4,2.9,7.3,1.3,-5.1,-0.5,4.8
DAX1 inh-1,-0.6,-0.2,-0.5,-0.6,.,-1.1,-0.2,-0.7
SMARCA2 act,1.7,6.1,3.5,-4.2,1.1,1.4,-4.9,2.7
DAX1 inh-2,0.7,1.0,0.2,-0.6,-0.7,0.7,-0.7,-0.9
GC-B act,1.4,1.8,-5.0,4.8,4.1,-2.7,5.5,3.2
hcDAF-12 act,-2.3,7.0*,0.7,-2.1,-1.3,-1.8,-1.4,-0.7
hgDAF-12 ag,-1.6,1.5,-0.6,-2.4,0.6,2.5,-0.9,1.7
ssDAF12 agonist,-1.2,-0.8,-1.2,-1.0,-0.4,-1.1,-1.4,-1.3
HGIII-sPLA2 inh,2.1,0.8,7.6,-3.1,4.9,-3.3,8.3,1.6
ADAM10 inh,-12.8,0.5,-6.0,-29.2,0.6,-6.0,-0.3,2.4
FXN GAA850 act,-0.4,-2.1,0.0,4.4,.,-0.2,-0.5,3.5

2 compounds from above, showing only SMARCA2 act, GC-B act and HGIII-sPLA2 inh.
item | SMILES | SMARCA2 act | GC-B act | HGIII-sPLA2 inh
7 | Cc1cnn(Cc2ccccc2)c1N | -4.9 | 5.5 | 8.3
6 | Cc1cc(NC(=O)CSc2nnc(Nc3ccccc3C)s2)no1 | 1.4 | -2.7 | -3.3

Other records follow.
9. Cc1cccc(NCC(=O)NNC(=S)Nc2ccccc2)c1
10. CCCSCCCNC(=O)Cn1cc2c(n1)CCCCC2
11. Oc1ccc(/C=N/Nc2cc(N3CCCC3)nc(N3CCCC3)n2)cc1O
12. Cc1ccc(NC(=O)/C=C/c2cccc([N+](=O)[O-])c2)nc1
13. CC(C)c1ccc(CNc2nc(NCC3CC3)nc3ccsc23)cc1
14. COc1ccc(C(=O)Nc2cccc3cccnc23)cc1OC
15. CCCCc1n[nH]c2c1/C(=N/O)CC(c1ccccc1)C2 (centres undefined)
16. COc1ccc(CCNC(=O)CN(C)S(=O)(=O)c2cccs2)cc1OC

compound no.,9,10,11,12,13,14,15,16
GC-A act,-0.7,-2.5,-5.6,1.0,1.9,2.0,3.5,4.9
DAX1 inh-1,-1.0,2.2,0.2,-0.7,.,-0.2,-2.5,-0.8
SMARCA2 act,0.3,-1.2,-0.5,1.0,-0.4,0.0,-3.5,1.9
DAX1 inh-2,-0.4,0.9,0.8,0.7,-2.2,-0.2,-1.2,0.4
GC-B act,2.5,-2.2,-2.3,1.1,3.4,-3.3,1.2,-2.0
hcDAF-12 act,0.0,0.8,0.4,-0.2,-2.6,-1.8,-1.6,-1.8
hgDAF-12 ag,-0.5,1.1,1.6,-0.4,-6.0,1.0,-2.1,0.5
ssDAF12 agonist,-1.3,-1.2,-0.9,-1.4,-1.9,-1.1,-1.7,-1.4
HGIII-sPLA2 inh,23.1*,4.3,2.3,2.7,-21.7,-3.5,-12.5,-5.1
ADAM10 inh,14.1,-11.9,-7.9,4.8,-4.3,-3.4,-2.7,12.6
FXN GAA850 act,2.6,2.4,-0.6,1.0,-0.6,2.0,1.1,0.1

17. CCOc1ccc(OCCC(=O)OCC(=O)Nc2ccc(C)c(S(=O)(=O)N3CCCCC3)c2)cc1
18. CCc1nc2ccc(C(=O)NCCCN3CCCC3=O)cn2c1N(C)CCC(C)C
19. CCCCN(C(=O)C1CC(=O)N(c2ccc3c(c2)OCCO3)C1)c1c(N)n(CCCC)c(=O)[nH]c1=O (centres undefined)
20. COc1ccc(C2CC(c3ccccc3)=NN2C(=O)COC(=O)C2(C)CC2(Cl)Cl)cc1 (centres undefined)
21. Cc1ccccc1-c1nc(CN2CCN(C(=O)c3ccco3)CC2)c(C)o1
22. Cc1ccc(-c2nc3cccnc3o2)cc1NC(=O)COc1ccc(Cl)cc1C
23. NS(=O)(=O)c1ccc(NC(=O)c2ccc3c(c2)OCO3)cc1
24. O=c1[nH]c2ccccc2c(O)c1SCCO

compound no.,17,18,19,20,21,22,23,24
GC-A act,-0.1,-2.2,0.1,-0.1,1.5,7.3,1.6,1.1
DAX1 inh-1,-0.7,.,0.5,-0.1,0.4,0.0,0.8,-0.6
SMARCA2 act,-3.0,0.4,-1.1,-5.0,3.4,-3.6,-0.2,0.0
DAX1 inh-2,-1.4,-1.1,0.3,-0.2,1.2,0.7,0.1,-0.4
GC-B act,3.4,8.1,-0.4,2.3,-4.1,3.7,0.8,-1.4
hcDAF-12 act,-0.3,-2.2,0.1,-1.8,2.0,0.1,-1.7,0.3
hgDAF-12 ag,-0.6,-5.1,-1.2,0.9,-0.7,0.7,4.0,1.5
ssDAF12 agonist,-1.3,-0.7,-0.9,-1.3,-0.7,-1.0,-0.8,-0.9
HGIII-sPLA2 inh,-40.5,-1.2,10.7,-10.0,-2.2,-0.8,-1.2,-2.8
ADAM10 inh,23.2*,-12.4,-23.6,-0.4,5.6,-10.1,-7.9,-10.7
FXN GAA850 act,-1.4,3.6,0.5,3.8,1.4,1.0,2.8,-0.6

25. O=C(NC(=S)N1CCN(Cc2ccccc2)CC1)c1cccnc1
26. CC(=O)n1cc(C2C(=O)CCCC2=O)c2ccccc21
27. CC(=O)c1ccc(S(=O)(=O)N2CCN(CC(=O)NC(=O)NC3CCCCC3)CC2)cc1
28. COc1ccc(NC(=O)c2ccccc2NC(=O)NC2CCCCC2)cc1
29. CC(C)NC(=O)COc1coc(CN2CCN(c3ccccc3)CC2)cc1=O
30. CO/N=C(\c1nonc1N)N1CCN(c2ccc(Cl)cc2[N+](=O)[O-])CC1
31. CC(=O)Nc1cccc(C(=O)Nc2cc(C(F)(F)F)ccc2-n2cncn2)c1
32. C[C@H]1CN([C@@H](C)CO)S(=O)(=O)c2ccc(Br)cc2O[C@@H]1CN(C)C(=O)CCN1CCCCC1

compound no.,25,26,27,28,29,30,31,32
GC-A act,-0.9,0.4,0.4,-3.4,2.1,-1.0,-1.6,3.0
DAX1 inh-1,-0.3,1.0,-0.6,1.2,0.4,-0.5,-0.5,-0.3
SMARCA2 act,-4.4,1.3,-1.9,-0.5,-0.7,-5.2,4.0,2.4
DAX1 inh-2,-0.3,-0.2,-1.2,0.1,-0.2,-1.4,-1.4,-0.8
GC-B act,6.5,-3.6,-0.1,-4.5,-0.5,-0.9,1.4,2.5
hcDAF-12 act,-1.2,4.3,-0.7,-0.3,0.4,-1.3,-1.4,1.7
hgDAF-12 ag,3.7,0.4,-4.4,1.1,3.1,-2.6,-0.5,9.7
ssDAF12 agonist,-1.3,0.5,-1.5,-1.0,-0.8,-1.0,-0.9,-1.4
HGIII-sPLA2 inh,5.7,2.5,1.4,-0.7,-0.2,-2.8,4.0,-4.1
ADAM10 inh,-4.9,3.7,-14.2,-3.5,6.2,1.1,0.9,-6.5
FXN GAA850 act,-1.1,0.1,-0.5,0.3,0.7,2.2,0.1,0.9

33. COC(=O)c1ccc(-c2ccc(/C=N/N3C(=O)C4C5C=CC(C6CC56)C4C3=O)o2)cc1 (centres undefined)
34. Cc1ccccc1Cn1nnc(-c2cccc(C(=O)O)c2)n1
35. Cc1ccc(CNC(=O)CN2CCN(Cc3ccc(Cl)cc3)C2=O)cc1
36. CC(Oc1ccc(Br)cc1)C(=O)Nc1nnc(C2CC2)s1 (centres undefined)
37. O=C(NCc1ccccc1Cl)c1csc([C@@H]2O[C@H](CO)[C@H](O)[C@H](O)[C@H]2O)n1
38. C=CCNC(=O)C1CCN(c2ccc(S(=O)(=O)N3CCOCC3)cc2[N+](=O)[O-])CC1
39. COC(=O)[C@]12C[C@H](CC(=O)N3CCSCC3)C(=O)N(Cc3cccc4ccccc34)C1=C[C@H](C(C)C)O[C@@H]2C1CC1
40. O=C(CCl)Nc1cccn2ncnc12

compound no.,33,34,35,36,37,38,39,40
GC-A act,1.3,1.2,-0.8,-0.8,4.2,1.1,-20.7,0.4
DAX1 inh-1,-0.8,-1.8,-1.0,-0.3,.,2.0,.,0.5
SMARCA2 act,9.0*,2.1,-0.2,-1.7,-3.1,-1.5,-3.9,3.3
DAX1 inh-2,0.5,2.8,0.1,0.7,0.2,0.2,-0.9,-1.5
GC-B act,-0.7,0.6,7.5,-2.3,-1.6,-3.3,-8.7,2.8
hcDAF-12 act,2.9,3.8,-0.4,-1.0,-0.3,0.2,-1.3,0.3
hgDAF-12 ag,7.0,12.2*,-0.6,2.5,-0.4,-0.9,3.7,-1.9
ssDAF12 agonist,-0.7,-0.6,-0.5,-1.2,-0.2,-1.9,-1.3,-1.1
HGIII-sPLA2 inh,-12.1,-5.4,2.8,-0.2,-1.9,0.1,-3.8,5.0
ADAM10 inh,-25.7,-4.5,-3.1,-3.3,-1.7,-1.7,12.5,-14.6
FXN GAA850 act,3.6,0.9,-0.5,-0.7,-0.6,-0.8,.,1.3

41. Cn1c(C(=O)NC2CCCCCC2)cc2c(=O)n(C)c3ccccc3c21
42. COC(=O)c1ccc(Cn2c(C)c(C(=O)NCc3ccc([N+](=O)[O-])cc3)sc2=O)o1
43. O=C(Cn1sc2ccccc2c1=O)Nc1ccc(F)cc1
44. COc1cccc(-n2nc(-c3ccnn3-c3ccc(F)cc3)c(=O)n(C)c2=O)c1
45. CN(Cc1ccncn1)C(=O)CC1C(=O)NCCN1Cc1cccc(Oc2ccccc2)c1 (centres undefined)
46. CC(C)CNC(CC(=O)Nc1cccc([N+](=O)[O-])c1)C(=O)O (centres undefined)
47. COc1ccc(NC(=S)NC(NC(=O)c2cccc(C)c2)C(Cl)(Cl)Cl)c([N+](=O)[O-])c1 (centres undefined)

compound no.,41,42,43,44,45,46,47
GC-A act,4.0,-0.4,14.4,2.5,1.4,3.3,-6.7
DAX1 inh-1,0.5,.,0.7,0.7,0.8,0.2,1.6
SMARCA2 act,3.6,-0.7,9.2*,0.0,-1.2,1.0,-4.5
DAX1 inh-2,-0.9,-1.9,-0.3,-0.5,-0.6,0.8,-0.2
GC-B act,-1.0,-6.3,8.2,-3.4,9.9,3.0,5.7
hcDAF-12 act,0.3,-3.0,-0.2,-2.5,-1.2,4.5,0.8
hgDAF-12 ag,0.9,-1.6,1.9,-2.8,-1.1,-1.2,-2.0
ssDAF12 agonist,-1.9,-1.3,-0.8,-1.7,-1.7,-1.4,-1.1
HGIII-sPLA2 inh,-5.4,2.6,5.1,1.2,-7.1,-1.1,-12.3
ADAM10 inh,-11.1,-11.2,-15.0,6.4,-3.3,-2.6,21.0*
FXN GAA850 act,-1.0,0.3,-6.1,0.2,0.7,3.0,-7.1

A few values from the results shown.
In hgDAF-12 ag, #46 has -1.2
In DAX1 inh-1, #41 has 0.5
